GASC1 inh = inhibitors of human demethylase GASC-1 KDM4C; GST-KDM4C 2-372, H3K9me3 peptide, LANCE TR-FRET; inhibition, % at 12.5 µM; 0.15% of 96,000 active;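 active = mean replicate inhibition above about 25%, with at least 55% of replicates also reaching it, limit read from the data, passing the limit was not always enough; inconclusive = only one of those two conditions met; inactive = neither condition met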
Target sequence (Q9H3R0 2-372 limits assumed): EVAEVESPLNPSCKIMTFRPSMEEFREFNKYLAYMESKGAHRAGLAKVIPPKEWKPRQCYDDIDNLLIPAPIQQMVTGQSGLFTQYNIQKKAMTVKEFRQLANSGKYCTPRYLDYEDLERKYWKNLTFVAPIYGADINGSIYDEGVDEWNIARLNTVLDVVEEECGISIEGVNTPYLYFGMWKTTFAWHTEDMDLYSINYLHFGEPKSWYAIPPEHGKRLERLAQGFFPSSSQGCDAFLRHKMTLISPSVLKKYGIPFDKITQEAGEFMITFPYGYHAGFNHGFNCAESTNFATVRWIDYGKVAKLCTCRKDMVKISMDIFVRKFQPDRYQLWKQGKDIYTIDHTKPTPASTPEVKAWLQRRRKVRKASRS
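Test system: N-terminal GST-fused human GASC-1 (KDM4C) fragment, residues 2-372; quantity: GASC-1 enzyme at 10 nM final in reaction; dosing: single dose; schedule: 30 min demethylation and 1 h detection at room temperature; signal: LANCE TR-FRET, excitation 340 nm, emissions 618 and 671 nm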
Tcruzi prolif = T. cruzi proliferation inhibition; 5.9% of 77,000 active; inhibition, % at 8.34 µM; AID 624255; T. cruzi beta-gal in NIH3T3, GalScreen luminescence, 90 h;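 active = mean inhibition above about 93%, with at least 55% of replicates each passing it, limit read from the data, passing the limit was not always enough; inconclusive = only one of those two conditions holds; inactive = neither condition holds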
C diff growth = inhibitors of Clostridium difficile growth | Clostridium difficile clinical isolate growth, OD600, 24 h; stronger effect = lower value | growth activity, negative = inhibition, % at 16 µg/mL (by protocol) | 0.25% of 86,000 active | AID 1259249;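 active = mean growth activity at or below -80% and every replicate also at or below -80%; inconclusive = mean at or below -80% but some replicate above -80%; inactive = mean growth activity above -80%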;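 note: 0% = DMSO wells and -100% = levofloxacin 16 µg/mL wells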
Pf Dd2 growth = blocks growth of Plasmodium falciparum Dd2 parasites; P. falciparum Dd2 growth, SYBR Green, 72 h; stronger effect = lower value; activity change, % at 10 µM; 2.3% of 94,000 active; in the data active = activity change below about -80%; inconclusive = no clear call, values can overlap the other calls
An asterisk follows results filed as active; ? = inconclusive; / = not tested or not shown; & = joins results of further samples. Rows were taken by chance. About 6.8% of those tested had a hit in this group.

SMILES	GASC1 inh	Tcruzi prolif	C diff growth	Pf Dd2 growth
Cc1ccc(S(=O)(=O)N(C)C[C@@H]2OCc3cnnn3CCCC(=O)N([C@@H](C)CO)C[C@H]2C)cc1	-0.6	8.0&25.1	1.7	-19.1&-5.7
Cc1ccc(S(=O)(=O)N[C@H]2CC[C@H](CCn3cc(C4CCCC4)nn3)O[C@@H]2CO)cc1	-1.6	/	-1.9	-77.5
CO[C@H]1CN(C)C(=O)c2ccc(NC(=O)C3CC3)cc2OC[C@@H](C)N(C(=O)c2ccccn2)C[C@@H]1C	0.2	55.5	/	3.8
O=C(NCC1CC1)[C@H]1[C@H](CO)[C@H]2Cn3c(ccc(-c4cccc(F)c4)c3=O)[C@H]2N1CC1CCOCC1	5.5	24.0	-1.1	/
CO[C@@H]1CN(C)C(=O)c2ccc(NC(=O)C3CCCC3)cc2OC[C@H](C)N(S(C)(=O)=O)C[C@H]1C	2.7	13.3	/	1.7
O=C(Nc1cc(F)ccc1F)N[C@@H]1CC[C@H](CCn2cc(C3CCCCC3)nn2)O[C@@H]1CO	-1.7	/	-33.7	-60.7
CCCNC(=O)N1C[C@H](O)COC[C@H]2O[C@@H](CC(=O)NCCCN3CCOCC3)CC[C@@H]21	-0.4	-15.0	1.0&-1.2	18.8
O=C(C[C@@H]1C=C[C@@H](NC(=O)C2CCC2)[C@@H](CO)O1)Nc1nccs1	0.4	/	3.5	1.0
COc1ccc(CNC(=O)C[C@@H]2CC[C@H](NC(=O)c3cccc(F)c3)[C@@H](CO)O2)cc1	0.9	40.5	/	-24.1
CNC(=O)C[C@H]1CC[C@H]2[C@H](COc3ccc(NC(=O)c4cccc(F)c4)cc3C(=O)N2C)O1	1.0&0.0	-18.8&-26.0	11.0&9.3	1.0&1.4
C[C@H]1CN([C@@H](C)CO)C(=O)c2cc(Br)cnc2O[C@H]1CN(C)C(=O)c1ccccc1F	0.3	-30.8	2.4	8.9
CC(C)(O)C#Cc1ccc([C@H]2[C@@H](CO)N3CCCCN(S(C)(=O)=O)C[C@@H]23)cc1	0.4	30.8	-1.6	2.9
O=C(c1ccc(F)cc1)N1CC(=O)N2[C@H](C1)[C@H](c1ccc(-c3ccccc3)cc1)[C@@H]2CO	-0.4	/	-3.5	-2.3
C[C@@H]1CN([C@H](C)CO)C(=O)CCCn2cc(nn2)CO[C@@H]1CN(C)C(=O)Nc1ccc(N2CCN(C)CC2)cc1	1.6	24.3	2.6	-4.8
CO[C@@H](CN(C)S(=O)(=O)c1ccccc1)[C@@H](C)CN(Cc1ccccc1Cl)[C@H](C)CO	1.2	86.6	/	-32.9
COCC(=O)N1CCC2(CC1)CN(Cc1ccccn1)[C@@H](CO)c1[nH]c3cc(OC)ccc3c12	0.1	/	-8.2	7.7
COCC#Cc1cnc2c(c1)C(=O)N([C@@H](C)CO)C[C@@H](C)[C@H](CN(C)Cc1ccccc1F)O2	-0.9	-9.1	-3.5	-33.9
C[C@H]1CN([C@@H](C)CO)C(=O)c2ccccc2-c2ccccc2CO[C@@H]1CN(C)C(=O)c1ccc(F)cc1	-0.1	41.7	-4.8	-41.2
CO[C@H]1CN(C)C(=O)c2cc(NC(=O)Nc3ccccc3F)ccc2OC[C@H](C)N(C)C[C@@H]1C	0.1	-3.4	/	16.9
C[C@@H]1CN([C@H](C)CO)S(=O)(=O)c2ccc(-c3ccc(C(=O)N(C)C)cc3)cc2O[C@H]1CN(C)C(=O)C1CC1	-1.9	57.6	/	-16.0
CO[C@@H]1CN(C)C(=O)c2cc(NC(=O)c3cnccn3)ccc2OC[C@@H](C)N(CC2CC2)C[C@H]1C	2.2	-15.2	/	13.1
O=C(C[C@H]1CC[C@H]2[C@@H](COC[C@H](O)CN2Cc2ccccc2)O1)N[C@@H]1CCN(Cc2ccccc2)C1	-1.8	98.5*	1.2	-49.6
COCC(=O)N1C[C@H](C)[C@@H](OC)CN(C)C(=O)c2cc(NC(=O)Nc3ccccc3)ccc2OC[C@H]1C	-1.6	-7.7	/	11.1
COc1cccc(S(=O)(=O)N2CCCCN3[C@@H](CO)[C@@H](c4ccc(C#CCC(C)C)cc4)[C@@H]3C2)c1	-1.9	93.4	2.4	-84.4*
C[C@@H]1CN([C@@H](C)CO)C(=O)c2cccc(NS(=O)(=O)c3ccccc3)c2O[C@H]1CN(C)C(=O)NC1CCCCC1	-1.3	62.5	2.6	-11.8
C[C@@H]1CN([C@@H](C)CO)C(=O)Cc2cc(NC(=O)CCC(F)(F)F)ccc2O[C@H]1CN(C)C(=O)Nc1ccc2c(c1)OCO2	1.2	7.9	-8.6	-0.6
O=C(Cc1ccncc1)N[C@@H]1CC[C@H](CCn2cc(-c3ccccc3F)nn2)O[C@@H]1CO	-2.2	-5.1	/	-3.8
C[C@@H]1CN([C@H](C)CO)C(=O)c2cc(C3=CCCCC3)cnc2O[C@@H]1CN(C)C(=O)Cc1cccnc1	1.7	18.5	-0.2	15.6
C[C@@H]1CCCCO[C@H](CN(C)C(=O)NC2CCCCC2)[C@H](C)CN([C@H](C)CO)C(=O)c2cc(NC(=O)Nc3cccc4ccccc34)ccc2O1	-1.7	84.9	-5.7	-75.6
O=C(CC1CC1)N1CC(=O)N2[C@@H](CO)[C@@H](c3ccc(C#Cc4ccccc4)cc3)[C@@H]2C1	-0.5	/	-9.7	-31.9
N#C[C@@H]1[C@H](c2ccc(-c3ccc(F)cc3)cc2)[C@H](CO)N1C(=O)Cc1ccccc1	-0.4	89.0	9.7	17.4
CC(C)C#Cc1ccc2c(c1)O[C@@H](CN(C)S(=O)(=O)c1cn(C)cn1)[C@H](C)CN([C@H](C)CO)S2(=O)=O	-0.8	/	2.6	7.0
Cc1noc(C)c1NC(=O)Nc1ccc2c(c1)C(=O)N([C@H](C)CO)C[C@@H](C)[C@@H](CN(C)S(=O)(=O)c1ccc(Cl)cc1)O2	2.7	25.4	0.6	17.4
CNC[C@H]1Oc2c(NS(=O)(=O)c3cccs3)cccc2C(=O)N([C@H](C)CO)C[C@H]1C	-1.1	14.1	-2.6	14.6
CO[C@@H]1CN(C)C(=O)c2ccc(NC(=O)C3CCOCC3)cc2OC[C@H](C)N(C)C[C@H]1C	-1.7	7.3	2.5	-13.1
C[C@H]1CN([C@@H](C)CO)S(=O)(=O)c2ccc(-c3cccnc3)cc2O[C@@H]1CN(C)CC1CC1	/	-40.5	-1.1	-31.1
CNC[C@@H]1OCCCC[C@@H](C)Oc2ccc(NC(=O)Nc3ccc(OC)cc3)cc2C(=O)N([C@H](C)CO)C[C@H]1C	-3.2	39.0	-2.0	28.5
O=C(C[C@@H]1CC[C@@H]2[C@H](COC[C@@H](O)CN2C(=O)Nc2cccc(F)c2)O1)NCc1ccccc1F	-0.4	-8.3	/	-11.2
C[C@H]1CN([C@@H](C)CO)S(=O)(=O)c2ccc(C#CC3CC3)cc2O[C@@H]1CN(C)Cc1ccncc1	1.1	85.8	0.1	-38.8
CO[C@H]1CN(C)C(=O)c2ccc(NS(=O)(=O)c3ccc(-c4ccccc4)cc3)cc2OC[C@@H](C)NC[C@@H]1C	-1.0	/	6.7	25.0
CCS(=O)(=O)N1[C@H](CO)[C@@H](c2ccc(C#Cc3ccccc3F)cc2)[C@@H]1C#N	-0.6	?	-2.9	-63.4
C[C@H](CO)N1C[C@H](C)[C@H](CN(C)S(=O)(=O)c2ccccc2F)OCc2ccccc2-c2ccccc2C1=O	-0.3	25.5	3.0	-10.4
COc1cccc(-c2ccc([C@H]3[C@H](CO)N4C(=O)CN(C(=O)C5CCC5)C[C@@H]34)cc2)c1	0.8	/	-1.3	-1.3
CC1C=NC(S(=O)(=O)N2CC[C@@H]3[C@H]2c2cc(-c4ccccc4F)ccc2N(C)[C@H]3CO)=N1 (stereo partly drawn)	-1.3	69.9	22.9	-8.1
COc1ccc(NC(=O)N(C)C[C@H]2Oc3c(NC(=O)C4CCCCC4)cccc3C(=O)N([C@H](C)CO)C[C@H]2C)cc1	3.3	-8.9	-5.1	-12.7
C[C@H](CO)N1C[C@H](C)[C@H](CN(C)Cc2ccc(C(=O)O)cc2)OCCCC[C@H](C)Oc2ccc(NC(=O)Nc3ccc(F)cc3)cc2C1=O	1.3	25.1	8.6	33.3
CC=Cc1ccc2n(c1=O)C[C@H]1[C@H](CO)[C@@H](C(=O)N3CCC(Cc4ccccc4)CC3)N(C)[C@@H]21 (mixture of isomers)	0.3	14.2	-6.4	/
COc1ccccc1-c1ccc([C@@H]2[C@@H](CO)N3CCCCN(C(=O)c4cccnc4)C[C@@H]23)cc1	0.0	50.2	-6.9	-37.0
O=C(N[C@H]1CC[C@@H](CCNS(=O)(=O)c2cccc(Cl)c2)O[C@H]1CO)c1ccc(F)cc1	/	52.7	-2.4	-0.5
CCS(=O)(=O)N1CC2(C1)[C@@H](c1ccccc1)[C@@H](CO)N2C(=O)c1ccccc1	1.1	/	-6.1	18.0
COc1ccc(S(=O)(=O)N(C)C[C@H]2Oc3c(NC(=O)Nc4cccc5ccccc45)cccc3C(=O)N([C@@H](C)CO)C[C@H]2C)cc1	-1.5	128.2*	8.1	-88.1*
COc1ccc2c3c(n(C)c2c1)[C@H](CO)N(C(=O)Nc1ccc(F)cc1)CC31CN(C(=O)NC2CCCC2)C1	-0.8	/	59.7	-79.3
CN(C)C(=O)C[C@@H]1C=C[C@H](NC(=O)Nc2cccc(F)c2)[C@@H](CO)O1	0.5	38.1	2.4	-29.1
C[C@H](CO)N1C[C@H](C)[C@H](CN(C)C(=O)Nc2ccc(-c3ccccc3)cc2)OCc2ccccc2-c2c(n(C)c3ccccc23)C1=O	-1.4	/	3.1	-89.2*
COCC(=O)N1CCC2(CC1)CN(C(=O)COC)[C@@H](CO)c1c2c2ccc(OC)cc2n1C	0.5	/	-12.9	-6.4
Cc1ccc(S(=O)(=O)N(C)C[C@H]2Oc3c(NS(=O)(=O)c4ccc(F)cc4)cccc3C(=O)N([C@@H](C)CO)C[C@@H]2C)cc1	8.2	15.6	9.9	-20.2
COc1ccccc1S(=O)(=O)N(C)C[C@@H]1Oc2cc(C#CCC3CCCC3)ccc2S(=O)(=O)N([C@H](C)CO)C[C@H]1C	/	/	-3.7	-79.7
C[C@@H]1CCCCO[C@H](CN(C)C(=O)C2CCCCC2)[C@H](C)CN([C@H](C)CO)C(=O)c2cc(NC(=O)NC3CCCCC3)ccc2O1	-0.1	-30.7	5.7	-60.1
CCCN(C)C[C@H]1OCCCC[C@@H](C)Oc2ccc(NC(=O)c3ccncc3)cc2C(=O)N([C@@H](C)CO)C[C@H]1C	-0.8	51.8	-6.6	-87.7*
O=S(=O)(N[C@H]1CC[C@H](CCn2cc(-c3cccnc3)nn2)O[C@H]1CO)c1ccc(F)cc1	1.0	-3.5	-1.6	20.9

(next part)
SMILES	GASC1 inh	Tcruzi prolif	C diff growth	Pf Dd2 growth
O=C(N[C@H]1CC[C@@H](CCNC(=O)c2ccccc2F)O[C@H]1CO)c1ccc2c(c1)OCO2	5.7	/	-1.0	-5.6
C[C@H](CO)N1C[C@H](C)[C@@H](CN(C)Cc2ccc(C(=O)Nc3ccccc3N)cc2)Oc2c(NS(=O)(=O)c3cccs3)cccc2C1=O	-0.9	/	-1.3	18.5
CCCC(O)C#Cc1cnc2c(c1)C(=O)N([C@H](C)CO)C[C@H](C)[C@H](CN(C)Cc1ccc3c(c1)OCO3)O2 (stereo partly drawn)	0.3	-47.0	4.3	-16.9
Cc1noc(C)c1S(=O)(=O)Nc1ccc2c(c1)C(=O)N([C@H](C)CO)C[C@@H](C)[C@@H](CN(C)S(=O)(=O)c1cn(C)cn1)O2	-0.4	-3.9	-6.9	13.3

Nothing new here: 8 of the compounds above.
SMILES	GASC1 inh	Tcruzi prolif	C diff growth	Pf Dd2 growth
COc1ccccc1S(=O)(=O)N(C)C[C@@H]1Oc2cc(C#CCC3CCCC3)ccc2S(=O)(=O)N([C@H](C)CO)C[C@H]1C	/	/	-3.7	-79.7
C[C@@H]1CCCCO[C@H](CN(C)C(=O)C2CCCCC2)[C@H](C)CN([C@H](C)CO)C(=O)c2cc(NC(=O)NC3CCCCC3)ccc2O1	-0.1	-30.7	5.7	-60.1
CCCN(C)C[C@H]1OCCCC[C@@H](C)Oc2ccc(NC(=O)c3ccncc3)cc2C(=O)N([C@@H](C)CO)C[C@H]1C	-0.8	51.8	-6.6	-87.7*
O=S(=O)(N[C@H]1CC[C@H](CCn2cc(-c3cccnc3)nn2)O[C@H]1CO)c1ccc(F)cc1	1.0	-3.5	-1.6	20.9
O=C(N[C@H]1CC[C@@H](CCNC(=O)c2ccccc2F)O[C@H]1CO)c1ccc2c(c1)OCO2	5.7	/	-1.0	-5.6
C[C@H](CO)N1C[C@H](C)[C@@H](CN(C)Cc2ccc(C(=O)Nc3ccccc3N)cc2)Oc2c(NS(=O)(=O)c3cccs3)cccc2C1=O	-0.9	/	-1.3	18.5
CCCC(O)C#Cc1cnc2c(c1)C(=O)N([C@H](C)CO)C[C@H](C)[C@H](CN(C)Cc1ccc3c(c1)OCO3)O2 (stereo partly drawn)	0.3	-47.0	4.3	-16.9
Cc1noc(C)c1S(=O)(=O)Nc1ccc2c(c1)C(=O)N([C@H](C)CO)C[C@@H](C)[C@@H](CN(C)S(=O)(=O)c1cn(C)cn1)O2	-0.4	-3.9	-6.9	13.3
